HKDC1 inh: blocks human hexokinase HKDC1 activity; inhibition, % at 20 µM; Q2TB90; recombinant HKDC1, G6PDH/diaphorase resazurin coupled fluorescence; 0.16% of 340,000 active;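 active = inhibition above about 35% when tested at 20 µM, limit read from the data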;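 also: plate controls were DMSO wells with enzyme for no effect and DMSO wells lacking enzyme for full effect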
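Material – in-house recombinant HK5 (HKDC1) enzyme · Quantity – HKDC1 at 5 µg/mL · Buffer or medium – pH 8.0 Tris buffer with 10 mM MgCl2 · Reagent – glucose with 1 mM ATP · Dosing – single 20 µM dose · Times – reaction time 90 min, room temperature, protected from light · Technique – resorufin fluorescence at 613 nm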
PfGluPho inh: PfG6PD (Plasmodium falciparum) enzyme inhibition; PfGluPho enzyme, NADPH resazurin-diaphorase fluorescence; 0.78% of 350,000 active; inhibition, % at 20 µM;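 active = inhibition reaching at least a set limit at 20 µM in the primary screen, cut at about 59% in these data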;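 also: 0% = DMSO wells with substrate and 100% = DMSO wells lacking glucose-6-phosphate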
ATG4B inhibitor: ATG4B (human) cysteine protease inhibition. ATG4B cleavage of LC3-PLA2, NBD-HPC fluorescence, 1 h. inhibition, % at 8.33 µM. 0.51% of 340,000 active. AID 504462; in the data active = inhibition above about 40%
SENP8 block: SENP8 (human) protease inhibition. Q96LD8. recombinant SENP8, Nedd8 substrate fluorescence. inhibition, % at 20 µM. 0.64% of 360,000 active; in the data active = inhibition mostly above about 40%, no sharp cut-off; inactive = mostly below about 27%
Target sequence (Q96LD8 whole entry, looked up): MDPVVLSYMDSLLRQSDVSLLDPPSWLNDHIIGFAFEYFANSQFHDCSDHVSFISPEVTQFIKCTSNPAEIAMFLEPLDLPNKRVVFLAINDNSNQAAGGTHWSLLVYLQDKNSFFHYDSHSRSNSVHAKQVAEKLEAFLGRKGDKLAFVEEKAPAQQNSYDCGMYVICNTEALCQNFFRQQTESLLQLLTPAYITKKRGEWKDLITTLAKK
SENP6 block: SENP6 protease inhibition; inhibition, % at 10 µM; Recombinant SENP6 catalytic domain, aminoluciferin luminescence; 1.8% of 330,000 active; AID 2599;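 active = inhibition above about 50% at the single tested dose, limit read from the data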;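 also: plate controls were DMSO wells with enzyme for no effect and DMSO wells lacking enzyme for full effect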
Target sequence (Q9GZR1 628-1112 limits assumed): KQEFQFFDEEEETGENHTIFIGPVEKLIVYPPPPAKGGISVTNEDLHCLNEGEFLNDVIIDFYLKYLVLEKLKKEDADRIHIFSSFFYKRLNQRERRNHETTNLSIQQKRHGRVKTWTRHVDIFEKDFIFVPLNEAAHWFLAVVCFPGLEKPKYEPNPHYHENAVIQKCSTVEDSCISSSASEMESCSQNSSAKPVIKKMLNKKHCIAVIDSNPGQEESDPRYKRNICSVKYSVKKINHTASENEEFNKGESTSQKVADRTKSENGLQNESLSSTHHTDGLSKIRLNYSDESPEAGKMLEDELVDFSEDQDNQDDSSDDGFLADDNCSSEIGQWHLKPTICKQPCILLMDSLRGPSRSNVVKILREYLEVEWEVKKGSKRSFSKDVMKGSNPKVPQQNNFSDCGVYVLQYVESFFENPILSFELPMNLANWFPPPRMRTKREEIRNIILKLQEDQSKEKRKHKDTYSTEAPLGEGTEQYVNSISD
NR3A LBD binder: NR3A (human) ligand-binding domain modulation; NR3A LBD differential scanning fluorimetry, Tm shift; 0% = protein alone, 100% = glycine-bound protein; Tm shift relative to glycine control, % at 25 µM; 2.5% of 340,000 active; AID 1259313;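 active = melting temperature shift of at least 10% of the positive control shift, at one fixed dose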
SENP7 inh: blocks the human protease SENP7; inhibition, % at 5 µM; 1.5% of 330,000 active; recombinant SENP7, Z-RLRGG-aminoluciferin luminescence, 40 min; Q9BQF6;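 active = inhibition above about 50% at the single test dose, limit read from the data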;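 also: plate controls were DMSO with enzyme for no effect and no enzyme buffer wells for full effect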
Target sequence (Q9BQF6 706-1050 limits assumed): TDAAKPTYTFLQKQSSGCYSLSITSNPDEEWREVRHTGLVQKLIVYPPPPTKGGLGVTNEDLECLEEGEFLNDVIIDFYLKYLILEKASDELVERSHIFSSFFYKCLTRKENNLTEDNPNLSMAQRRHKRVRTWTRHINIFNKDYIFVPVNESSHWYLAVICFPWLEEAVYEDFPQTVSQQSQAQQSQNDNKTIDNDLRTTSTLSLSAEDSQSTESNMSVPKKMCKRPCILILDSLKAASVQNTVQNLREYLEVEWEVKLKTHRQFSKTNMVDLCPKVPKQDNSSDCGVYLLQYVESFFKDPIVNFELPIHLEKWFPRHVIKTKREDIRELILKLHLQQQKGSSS
MPTP inh: inhibitors of mitochondrial permeability transition pore | isolated mouse mitochondria, Ca2+ swelling absorbance, 30 min | 1.4% of 360,000 active | inhibition, % at 10 µM | AID 602449;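 active = inhibition of 50% or more, scaled per plate between neutral and stimulator controls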;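 also: 0% = DMSO wells given calcium and 100% = 1 mM EGTA wells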
* hit, by the source's call; i = inactive; . = no result given. Hits appear at their usual frequency. About 6.9% of those tested had a hit in this group.

canonical_smiles	HKDC1 inh	PfGluPho inh	ATG4B inhibitor	SENP8 block	SENP6 block	NR3A LBD binder	SENP7 inh	MPTP inh
CCCCn1c(N)c(N(CC(C)C)C(=O)C2CC(=O)N(Cc3ccco3)C2)c(=O)[nH]c1=O (stereo unspecified)	-7	-10	5	-1	7	-1	-6	-0.5
COc1ccc(/C(O)=C2/C(=O)C(=O)N(Cc3cccnc3)C2c2ccncc2)cc1F (stereo unspecified)	-1	-15	0	15	-15	-1	-3	1.2
c1ccc(CN2C3=NCCN3c3ccccc32)cc1	10	-2	-6	28	1	0	2	0.3
COc1cc2nc(CN3CCOCC3)n(CC(=O)NCC(F)(F)F)c(=O)c2cc1OC	17	-4	3	9	-6	1	-4	0.7
COc1cc(CNCc2cccnc2)ccc1OCc1ccccc1	-2	-4	1	8	-33	2	-11	1.0
O=C(c1ccc([N+](=O)[O-])cc1)N(c1ccccn1)c1ccccn1	-5	7	2	9	2	3	0	-1.4
CCOC(=O)CN(C(=O)Cn1nnc(-c2ccc(C)cc2)n1)C(CC)C(=O)NC1CCCC1 (stereo unspecified)	9	-18	7	9	-4	-4	-8	-0.2
c1cncc(C(c2nnnn2C2CCCCC2)N2CCN3CCCC3C2)c1 (stereo unspecified)	-5	-18	11	14	-9	2	1	2.3
Cc1ccc(NC(=O)c2ccc(S(=O)(=O)N3CCOCC3)cc2)nc1	-5	3	-2	23	12	-2	1	1.6
CCN(Cc1cc2ccccc2[nH]c1=O)C(=O)c1cccnc1	6	-9	-3	-24	4	2	-1	0.9
Cc1ccc(S(=O)(=O)N2CCCC(C(=O)N3CCCc4ccccc43)C2)cc1 (stereo unspecified)	-1	-18	-3	29	12	-1	4	4.4
CN(C)C(=S)NC(=O)c1cccc(Cl)c1	-5	4	0	18	-6	0	-9	0.3

Other results.
canonical_smiles	HKDC1 inh	PfGluPho inh	ATG4B inhibitor	SENP8 block	SENP6 block	NR3A LBD binder	SENP7 inh	MPTP inh
COc1cc(OC)cc(C(=O)NCC(=O)OCc2ccc(Cl)c(Cl)c2)c1	5	1	-8	5	-5	-8	1	0.4
COc1ccc(C(=O)NCCN(C)C)c2nc3ccccc3cc12	4	13	-7	-7	.	-1	.	-1.4
COC(=O)c1ccccc1OC(=O)c1cc2ccccc2oc1=O	-1	0	0	-92	-9	0	-17	0.8
CC(C)NC(=S)N1CCN(Cc2ccc3c(c2)OCO3)CC1	10	7	-10	2	-42	0	-5	-2.4
c1ccc([C@H]2CC3C[C@@H](c4ccccc4)N2O3)cc1	-10	-10	-5	28	1	-1	-2	-1.0
O=C(CSc1nnc(Cn2nnc(-c3ccccc3)n2)n1-c1ccccc1)Nc1ccc(F)cc1	0	3	-5	9	6	-11	-2	5.2
N#CCCN(Cc1cccnc1)C(=S)NC1CC2C=CC1C2 (stereo unspecified)	0	-15	0	12	-7	1	-5	7.8
Cc1ccc(Cn2c(=N)c(C(=O)NCc3ccco3)cc3c(=O)n4ccccc4nc32)cc1	13	42	1	i	-2	-2	-2	-1.5
CCN(C(=O)COC(=O)c1ccc(Cl)c(N)c1)C1CCS(=O)(=O)C1 (stereo unspecified)	-7	-12	0	-216	11	-2	1	0.0
Cc1cccc(-c2noc(CN(C)C(=O)c3ccc4c(c3)OCO4)n2)c1	2	15	-1	8	10	0	-5	0.9
Cc1ccc(-n2c(-c3ccccc3)n[nH]c2=S)cc1	5	56	-9	-58	-8	1	2	1.1
N#Cc1nc(-c2ccco2)oc1NCCCn1ccnc1	-6	-13	-11	-354	-21	1	-1	0.9

Reprinted at random: 3 records from the list, in no set order.
canonical_smiles	HKDC1 inh	PfGluPho inh	ATG4B inhibitor	SENP8 block	SENP6 block	NR3A LBD binder	SENP7 inh	MPTP inh
COC(=O)c1ccccc1OC(=O)c1cc2ccccc2oc1=O	-1	0	0	-92	-9	0	-17	0.8
COc1ccc(C(=O)NCCN(C)C)c2nc3ccccc3cc12	4	13	-7	-7	.	-1	.	-1.4
COc1cc2nc(CN3CCOCC3)n(CC(=O)NCC(F)(F)F)c(=O)c2cc1OC	17	-4	3	9	-6	1	-4	0.7

Next section.
canonical_smiles	HKDC1 inh	PfGluPho inh	ATG4B inhibitor	SENP8 block	SENP6 block	NR3A LBD binder	SENP7 inh	MPTP inh
CN(N)c1nc(-c2ccccc2)cc(-c2ccccc2)n1	-1	-4	-7	-203	-33	6	10	-2.2
COC(=O)c1sccc1NC(=O)c1csc(C)c1	6	-4	2	-9	3	-1	-14	1.6
CCOc1cc(/C=N\NC(=O)c2ccc(NC(=O)CC)cc2)ccc1OC(=O)c1ccccc1	2	-1	-12	16	-12	9	2	0.1
O=C(O)C1CCCCC1C(=O)NCc1ccccn1 (stereo unspecified)	6	-20	3	4	-19	-2	-11	-2.1
CCc1ccc(CN2C(=O)c3ccccc3C2C(=O)NC(C)CC)cc1 (stereo unspecified)	3	-11	-4	13	-25	0	-5	-0.6
Cc1ccc(Nc2nnc(SCc3ccccc3)s2)cc1	-2	45	-1	1	-12	-16	0	2.1
CCC1COC(c2cccn2Cc2ccc(Cl)cc2)=N1 (stereo unspecified)	-3	16	-3	14	-1	-2	-11	0.8
Cc1c(NC(=O)c2ccc(N(C)S(C)(=O)=O)cc2)c(=O)n(-c2ccccc2)n1C	-8	11	-4	8	-6	-1	-1	-2.7
O=C(NCc1ccc2c(c1)OCO2)c1cc(-n2cnnc2)ccc1Cl	-4	5	-3	22	-16	-1	3	4.1
Cc1cccc(C(=O)N2CCN(Cc3ccc4c(c3)OCO4)CC2)c1	0	-12	-10	12	-8	2	0	-0.1
CCc1ccc(NC(=O)CN(C)S(=O)(=O)c2ccc3[nH]c(=O)oc3c2)cc1	-5	-30	-5	9	13	5	-2	0.5
COc1cc(CN2CCN(C(=O)c3ccccc3F)CC2)cc(OC)c1OC	0	-10	-2	21	-8	1	-1	0.7

More records
canonical_smiles	HKDC1 inh	PfGluPho inh	ATG4B inhibitor	SENP8 block	SENP6 block	NR3A LBD binder	SENP7 inh	MPTP inh
CC(C)Cc1cc(C(=O)Nc2cc(Cl)ccc2Cl)no1	-4	16	2	4	-17	2	-5	-1.2
COc1cc(C(=O)NC(=S)Nc2cccc(-c3cc4ccccc4oc3=O)c2)cc(OC)c1OC	-3	-12	7	-85	-4	-1	5	12
CSc1nc2sc3c(c2c(=O)n1C)CCC3	-1	0	10	19	-16	-1	3	-0.4
CC(C)CNS(=O)(=O)c1ccc(CCC(=O)NC2CCCCC2)cc1	-3	6	-10	16	5	3	2	0.9
CCCCCC(=O)Nc1ccc(-c2csc(N)n2)cc1	-9	31	-1	-6	-11	-8	-1	-0.5
C/C(Cl)=C\Cn1c(O)c(N=NC(N)=S)c2ccccc21	-3	1	-8	26	-2	-12	6	-0.2
Nc1ncnc2c1ncn2[C@@H]1O[C@H](CNCc2cccc(C#Cc3ccccc3)c2)[C@@H](O)[C@H]1O	-4	18	-10	-37	.	13*	-2	5.6
Oc1ccc(NCc2ccccc2OCc2ccccc2)cc1	15	73*	12	62*	50	-11	12	4.5
CCC(=O)N/C=C/n1cnc2cc(C(F)(F)F)ccc21	0	-8	-5	9	-10	-5	-1	-1.4
Cc1ccc(CCNC(=O)c2cc(-c3ccncc3)nc3ccc(S(=O)(=O)N4CCOCC4)cc23)cc1	-3	-26	-4	6	3	2	-2	-0.4
O=C(NCC(=O)N(CC1CCCO1)C(C(=O)NC1CCCCC1)c1ccc(F)cc1)c1ccco1 (stereo unspecified)	-3	-11	-17	24	-7	-2	-12	-1.0
CCCCCNC(=O)Cc1ccc(S(=O)(=O)N2CCOCC2)s1	7	3	-9	-8	-5	-1	-11	-2.2

Later entries:
canonical_smiles	HKDC1 inh	PfGluPho inh	ATG4B inhibitor	SENP8 block	SENP6 block	NR3A LBD binder	SENP7 inh	MPTP inh
CN(C)CCCNC(=O)C[C@H]1C[C@H](C(=O)N2CCCCC2)[C@@]2(C)c3[nH]c4cc(CCC(=O)N(C)C)ccc4c3CCN2C1=O	5	-5	-1	2	.	5	-12	0.8
CCCCCCCC(=O)OCC(O)CO (stereo unspecified)	-4	-10	0	1	-18	-2	-11	0.9
COc1ccc(NCC(=O)N/N=C/c2ccc3c(c2)OCCO3)cc1	14	-5	-5	13	-4	-4	-2	-3.8
Cc1cc(C(=O)CN2C(=O)NC3(CCCc4sccc43)C2=O)c(C)n1-c1ccc(Cl)cc1 (stereo unspecified)	-13	19	26	8	-6	-1	0	4.6
CCc1ccc(NC(=S)N2CCN(c3cccc(OC)c3)CC2)cc1	-13	-5	-1	9	-13	-2	-7	1.2
COc1ccc(S(=O)(=O)NCC2CCC(C(=O)NCc3ccco3)CC2)cc1 (stereo unspecified)	-6	2	1	18	4	-2	11	-1.7
Cc1ccc(NC(=S)NNC(=O)c2cn(C)nc2C)cc1	-3	0	-7	43*	5	0	0	-2.1
Cc1cc(C(=O)CCC(=O)N2CCN(S(=O)(=O)c3ccccc3)CC2)c(C)s1	-3	8	5	-6	-12	1	7	-0.5
O=C(Nc1nccs1)c1ccc(-c2ccccc2[N+](=O)[O-])o1	4	17	-16	-21	38	-1	25	-0.1
Cc1ccc(NC(=O)C2CC(=O)N(C(C)C)C2)cc1Cl (stereo unspecified)	-5	0	-36	12	-6	0	-2	-1.3
CCc1ccc(C(C)NC(=O)c2ccc3c(c2)OCO3)cc1 (stereo unspecified)	-1	-4	-5	8	-3	-5	-1	-1.5
Cc1ccc2c(c1)N(Cc1ccncc1)C(=O)C(C)O2 (stereo unspecified)	0	-6	-3	7	-33	1	-4	1.4

Going on with the list:
canonical_smiles	HKDC1 inh	PfGluPho inh	ATG4B inhibitor	SENP8 block	SENP6 block	NR3A LBD binder	SENP7 inh	MPTP inh
CCC(c1nnnn1C1CCCCC1)N(Cc1ccco1)Cc1cc2ccc(OC)cc2[nH]c1=O (stereo unspecified)	1	23	-23	-255	.	-2	.	4.5
O=C(Nc1nnc(S(=O)(=O)N2CCOCC2)s1)c1ccccc1F	6	13	7	-25	11	4	1	-2.0
CCN1C(=O)[C@H]2[C@H]3CN=C(SCC4CC4)N3[C@@](Cc3ccccc3)(C(=O)OC)[C@H]2C1=O	-4	-7	-6	1	.	0	-11	-0.2
Cc1ccccc1NS(=O)(=O)c1ccc(OCC(=O)N2CCCCC2)cc1	14	-10	-7	18	6	-3	1	-1.8
CCN(CC)S(=O)(=O)c1ccc2nc(NC(=O)c3ccco3)sc2c1	-1	-30	-1	-294	-5	-9	6	0.8
O=C(C=Cc1ccc2c(c1)OCO2)c1ccccc1	8	8	1	-57	.	-1	.	-0.2
Cc1ccc(C)c(Cn2c(C(=O)OC(C)C)cc3c2ccn3C)c1	9	33	-7	-6	-16	-2	1	2.5
CCOc1ccc(CCNC(=O)CCNC(=O)c2ccc(Br)cc2)cc1OCC	-6	9	0	3	-14	1	-11	1.8
COc1cc(C(=O)NCCOc2cc(C)cc(C)c2)c(Br)c(OC)c1OC	-4	0	6	6	0	3	0	-2.6
CC1=CC(=C2N=C(c3ccccc3)OC2=O)C=C(C)O1	1	-7	-6	38	-13	3	22	1.1
O=C(Nc1ccc(Cl)c(C(F)(F)F)c1)[C@@H]1CC=C[C@@H]2CCN(Cc3ccc(Cl)c(Cl)c3)C(=O)[C@@H]21	0	-3	2	15	-18	5	5	11
Cc1cc(C)cc(C(=O)N(NC(=O)Nc2ccc(Cl)cc2)C(C)(C)C)c1	3	-12	-11	33	-1	3	4	97*

Following part:
canonical_smiles	HKDC1 inh	PfGluPho inh	ATG4B inhibitor	SENP8 block	SENP6 block	NR3A LBD binder	SENP7 inh	MPTP inh
Cc1cc(C)c(C#N)c(SCC(=O)N2CCCCC2)n1	-8	49	-1	22	-4	0	2	-1.6
C=CCN(c1ccc(C(=O)Nc2ccc(C)c(C)c2)cc1)S(C)(=O)=O	-7	5	-2	0	2	-1	0	-0.4
CCOC(=O)Nc1c(C(=O)OC)[nH]c2cccc(OC)c12	-4	-4	-2	-418	0	3	-4	-2.3
N#C/C(=N\Nc1ccc(S(=O)(=O)N2CCOCC2)cc1)C(N)=S	-1	14	3	36	-5	-3	3	4.9
CC(=O)NC(NC(C)=O)c1cccc(OCc2ccccc2)c1	-7	-11	7	13	-8	-3	6	0.8
COC(=O)c1c(NC(=O)c2ccco2)sc(C)c1C	3	-1	-3	i	-19	-2	-9	4.2
COc1cc(C)c(/C=C/C(C)=C/C=C/C(C)=C/C(=O)O)c(C)c1C	9	-19	16	-102	15	0	5	-1.3
